TGFb SMAD3 inh – qHTS for Inhibitors of TGF-b; HepG2 CAGA-GFP TGF-b/SMAD3 reporter, GFP fluorescence, 18 h; TGF-beta stimulated, 500 pg/mL final; Potency, µM (highest dose often 46.1 µM), for the others: at the top dose activity, negative = inhibition, actives largely listed as inhibitors; actives 1.2% (n = 410,000); AID 588855, 2011; also: potency is read from the fitted curve at half-maximal effect; % is scaled to controls: 0 for no effect and ±100 for the full control effect; nearly all actives have a fitted effect of over 65% in size
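HEPG2 CAGA-GFP, 1000 cells/well; 2 h settle, 37 C; cpd via pin tool; TGF-b 500 pg/mL final; 18 h, 37 C; GFP imaging ex488/em500-530; %Activity normalised to -TGF-b and +DMSO controls; CRC fit, curve class.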
A549 viability – Nrf2 qHTS screen for inhibitors: counterscreen for cytotoxicity; actives 0.16% (n = 390,000); Potency, µM (top dose mostly 46 µM), without a hit: top-dose activity change, negative = cytotoxicity, usual class: inhibitors; A549 ARE-Fluc cells, CellTiter-Fluor viability, 18-24 h; AID 504648, 2011; also: potency is read from the fitted curve at half-maximal effect; % is scaled to controls: 0 for no effect and ±100 for the full control effect
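A549 ARE_Fluc cells in 5% FBS OPTI-MEM were exposed to compounds in concentration-response for 18-24 h at 37 deg C. Viability was read by CellTiter-Fluor fluorescence (Ex 405/Em 525) after 30 min, before the luciferase read.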
HepG2 viability – qHTS for Inhibitors of TGF-b: Cytotox Counterscreen | HepG2 CAGA-GFP viability, ATP luminescence, 18 h | Potency, µM (doses to about 46.1 µM), inactives show at the highest dose activity change, negative = cytotoxicity, usual class: cytotoxic | actives 0.76% (n = 410,000) | AID 588856, 2011; also: potency is read from the fitted curve at half-maximal effect; some results filed as inactive show a strong effect at the top dose
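CellTiter-Glo luminescence gave cytotoxicity after 18 hours at 37 degrees C. The cells were HepG2 CAGA-GFP in 1% FBS DMEM, stimulated with 500 pg/mL TGF-beta after compound addition. %Activity was normalised to no-cell wells (complete cell-killing) and DMSO (no toxicity), and curves were fitted and classified.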
ATXN2 expr inh – Primary qHTS for Inhibitors of ATXN expression | HEK-293 ATXN2-luciferase reporter, luminescence, 24 h | Potency, µM (titrated, usually from 57 µM), for inactives: at the highest dose activity change, negative = inhibition, hits mostly inhibitors | actives 0.72% (n = 360,000); also: potency is read from the fitted curve at half-maximal effect; % is scaled to controls: 0 for no effect and ±100 for the full control effect; nearly all actives have a fitted effect of over 55% in size
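ATXN2-luciferase reporter cells (luciferase flanked by upstream and downstream ATXN2 gene portions) were treated 24 h at 37 °C with compounds at up to 57 uM. SteadyGlo luminescence gave expression; GF-AFC fluorescence gave viability.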
S2 tox – Viability Counterscreen for Primary qHTS for Inhibitors of ATXN expression; S2 cells (HEK-293 line with an ATXN2-luciferase reporter) viability, CellTiter-Fluor protease fluorescence, 24 h; Potency, µM (doses to about 56.7 µM), usual class: cytotoxic; actives 0.49% (n = 400,000); AID 651635, 2014; also: potency is read from the fitted curve at half-maximal effect; nearly all actives have a fitted effect of over 40% in size
Nrf2 block – Nrf2 qHTS screen for inhibitors; Potency, µM (series often up to 46 µM), for the others: at the highest dose activity change, negative = inhibition, most hits filed as inhibitors; actives 2.1% (n = 360,000); AID 504444, 2011; A549 ARE-Fluc reporter, luciferase luminescence, 18-24 h; also: potency is read from the fitted curve at half-maximal effect; % is scaled to controls: 0 for no effect and ±100 for the full control effect; nearly all actives have a fitted effect of over 60% in size
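In this cell-based qHTS, ARE-driven firefly luciferase in A549 cells reports Nrf2 activity; the luminescent signal after BugLite lysis is the measured value, with a prior CellTiter-Fluor read for cell health.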
EPAC2 agonist – qHTS for Agonist of cAMP-regulated guanine nucleotide exchange factor 4 (EPAC2): primary screen; Potency, µM (highest dose often 154 µM), for the others: at the top dose activation, most hits filed as activators; Rap guanine nucleotide exchange factor 4 (Homo sapiens), Q8WZA2; EPAC2 activation, biochemical qHTS; response scale: 100% = 6.5 mM cAMP response; actives 0.079% (n = 360,000); also: potency is read from the fitted curve at half-maximal effect; nearly all actives have a fitted effect of over 50% in size
Target sequence (Q8WZA2 whole entry, looked up): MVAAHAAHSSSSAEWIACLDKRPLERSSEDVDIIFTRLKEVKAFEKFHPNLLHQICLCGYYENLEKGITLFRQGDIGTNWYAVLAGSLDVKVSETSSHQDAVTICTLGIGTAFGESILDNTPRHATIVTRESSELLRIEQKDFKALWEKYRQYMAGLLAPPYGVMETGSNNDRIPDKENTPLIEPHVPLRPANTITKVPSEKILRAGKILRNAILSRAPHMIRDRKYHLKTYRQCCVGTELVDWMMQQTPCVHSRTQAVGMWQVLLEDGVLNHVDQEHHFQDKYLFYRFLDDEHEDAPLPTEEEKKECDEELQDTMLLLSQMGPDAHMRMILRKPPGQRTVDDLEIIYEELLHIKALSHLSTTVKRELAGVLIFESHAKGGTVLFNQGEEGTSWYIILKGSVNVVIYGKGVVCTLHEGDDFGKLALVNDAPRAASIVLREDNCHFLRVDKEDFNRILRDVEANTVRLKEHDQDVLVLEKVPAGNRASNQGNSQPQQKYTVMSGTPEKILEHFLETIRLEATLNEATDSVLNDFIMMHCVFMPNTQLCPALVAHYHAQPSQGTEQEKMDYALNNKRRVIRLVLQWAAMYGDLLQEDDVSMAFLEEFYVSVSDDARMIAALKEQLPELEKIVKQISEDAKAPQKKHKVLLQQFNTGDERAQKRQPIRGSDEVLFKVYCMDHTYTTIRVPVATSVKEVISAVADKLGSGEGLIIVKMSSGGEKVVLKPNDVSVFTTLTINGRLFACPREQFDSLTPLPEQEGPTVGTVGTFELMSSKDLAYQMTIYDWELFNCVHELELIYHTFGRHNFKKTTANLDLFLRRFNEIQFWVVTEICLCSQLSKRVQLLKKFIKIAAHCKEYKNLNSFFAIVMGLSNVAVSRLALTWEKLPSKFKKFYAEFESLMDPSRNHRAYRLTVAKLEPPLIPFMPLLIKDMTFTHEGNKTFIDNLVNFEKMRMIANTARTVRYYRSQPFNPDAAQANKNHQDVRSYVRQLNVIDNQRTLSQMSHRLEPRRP
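qHTS, titration series. 100 nM EPAC2 / 250 nM Rap1B-BODIPY-GDP / 50 uM GDP; RT; ex 480/em 540 nm, 5-min reads to 30 min. Norm. to 6.5 mM cAMP = activation.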
Nrf2 activator – qHTS of Nrf2 Activators | actives 0.31% (n = 410,000) | Potency, µM (highest dose often 46.1 µM), for inactives: at the top dose activation, usual class: activators | AREc32 ARE-luciferase reporter (MCF7-derived line), luminescence, 24 h; also: potency is read from the fitted curve at half-maximal effect; % of control where 0% means no effect; nearly all actives have a fitted effect of over 65% in size
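ARE activation measured as luciferase luminescence (Steady-Glo, 30 min RT) in AREc32_Fluc cells after 24 hr compound exposure at 37 deg C, 5% CO2; cells seeded overnight at 1000/well in OPTI-MEM, 5% FBS.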
IL-2 act – qHTS of IL-2 Activators; IL-2 activation reporter assay, cell-based qHTS; stimulated with anti-CD3/CD4/CD28 beads; in transgenic mouse T cells; activation, % (series mostly up to about 46 µM); actives 0.065% (n = 360,000); AID 652025, 2013; in the data active = activation above about 50%; inconclusive = mostly about 30% to 49%; also: 0% is about no effect
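First, unstimulated transgenic mouse T cells were exposed to compound for 60 min. Next, anti-CD3/anti-CD4-coated beads with anti-CD28 were added. Finally, after 18 h at 37 degrees C, EGFP and DsRed were imaged.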
* = called active by the depositor; i = inactive; ? = inconclusive; nt = not tested or not shown; & = joins results of further samples; [ ] = dose if it differs, or a comment. Unless noted, calls follow the shape of the dose curve; as a rule, active = well fitted curve in the direction sought with a large enough effect; inconclusive = small, poorly fitted or top-dose-only effect, or another doubt; inactive = no such curve, though single readings can be large; an effect the other way counts as inactive or inconclusive.

SMILES	TGFb SMAD3 inh	A549 viability	HepG2 viability	ATXN2 expr inh	S2 tox	Nrf2 block	EPAC2 agonist	Nrf2 activator	IL-2 act
COC(=O)c1ccc(OC)c(CSc2nnc(COc3ccc(Cl)cc3)o2)c1	-4%	-6%	-7%	-18%	i	?	12%	0.0%	0.7
CN=c1c([N+](=O)[O-])nn(-c2ccc3c(c2)OCCO3)n1O	-20%	-4%	-8%	-15%	i	?	13%	4.0%	1.0
COc1ccc(-c2nc(CS(=O)CC(=O)NC3CCCC3)c(C)o2)cc1 (centres undefined)	0%	-2%	-9%	15%	i	4%	5%	0.2%	-3.2
COCCCNC(=O)Cn1nc(-c2ccccc2OC)ccc1=O	-8%	0%	4%	1%	i	6%	7%	0.5%	-4.3
CCC(=O)NC(=S)Nc1ccc(-c2nc3ccccc3s2)cc1	-18%	-14%	-6%	3%	i	nt	2%	4.9%	0.6
CC(C)C(=O)N=C1NC(=O)CS1	-9%	4%	13%	-27%[11.3 µM]	i	?	1%	0.1%	-1.1
Cc1ccc(C(=O)N2CCN(C/C=C/c3ccccc3)CC2)cc1S(=O)(=O)N1CCOCC1	-21%	1%	-9%	-8%	i	-7%	11%	2.1%	0.1
Nn1c(SCC(=O)Nc2ccc3c(c2)OCCO3)nnc(CCC(=O)O)c1=O	-1%	-1%	-1%	-14%	i	7%	-10%	0.4%	-2.2
CN(C)c1cc(NC(=O)CN2CCCC2)c2ccccc2n1	7%	?	6%	-38%	i	5%	2%	-0.2%	-1.5
COc1ccc(C(c2nnnn2CCc2ccccc2)N2CCN(C)CC2)cc1OC (centres undefined)	-2%	-1%	6%	-7%	i	?	12%	0.1%	-3.2
CCc1ccc(-n2c(=O)c3ccccc3n(CC(=O)C(C)(C)C)c2=O)cc1	2%	-5%	0%	nt	?	?	-3%	-0.3%	-0.3
O=C1CCc2cc(S(=O)(=O)NCCCC(=O)N3CCN(Cc4ccc5c(c4)OCO5)CC3)ccc2N1	-6%	5%	5%	nt	i	-5%	-1%	4.8%	-0.8
O=C(O)c1ccc(NC(=O)c2cn(-c3ccccc3)nc2-c2ccc(Br)cc2)cc1	?	-12%&-2%	-53%&-86%	0%	?	?	9%	-0.2%&0.1%	-4.1
Cc1ccccc1NCc1cccn1-c1nnc(N2CCC(C)CC2)s1	-11%	4%	-4%	18%	i	?	nt	4.7%	nt
CC1C(c2ccccc2)OCCN1C(=S)Nc1ccc(S(=O)(=O)N2CCCCC2)cc1 (centres undefined)	?	nt	-38%	nt	i	nt	5%	3.4%	0.6
Oc1ccc(N2CCN(c3ccnc4cc(Cl)ccc34)CC2)cc1	0%	1%	-3%	?	i	-5%	11%	0.3%	-0.6
CCOC(=O)/C(C#N)=C/C1=C(N2CCCC2)CC(C)(CC)OC1 (centres undefined)	25%	?	2%	-5%	i	nt	-8%	2.3%	-0.7
O=C(COC(=O)c1ccc(Cl)nc1)NCc1ccco1	1%	1%	2%	4%	i	4%	0%	0.1%	1.6
CCCCn1c(N)c(N(CC(C)C)C(=O)CN(C)Cc2cccc(OC)c2)c(=O)[nH]c1=O	0%	-3%	-4%	-11%	i	0%	-5%	0.2%	0.0
O=c1c(=O)n(O)c2ccccc2n1O	1%	26%	3%	9%	i	3%	4%	-0.5%	0.3
CCc1cc(CNC(=O)c2cc(COc3ccc(C)nc3)on2)on1	?	0%	-5%	52%[activator]	i	?	6%	0.8%	0.1
COc1ccc(Cc2nnc(NC(=O)c3cc(OC)cc(OC)c3)s2)cc1	?	1%	3%	-6%	i	-5%	16%	0.1%	-0.4
Cc1cc2nnc(SCc3ccc4c(c3)OCO4)n2c2ccccc12	1%	1%	-9%	25%	i	-10%	-1%	-0.1%	1.2
COc1ccc(/C=C/C(=O)OCC(=O)Nc2ccc(Cl)c(S(=O)(=O)N(C)C)c2)cc1OC	1%	-1%	1%	-3%	i	0%	19%	-0.6%	0.2
O=C(/C=C/NCc1ccc(F)cc1)c1ccccc1	5%	3%	1%	32%[activator]	i	5%	1%	2.1%	-1.9
COc1ccc(CC2SC(=Nc3ccc(F)cc3)NC2=O)cc1 (centres undefined)	-4%	-10%	1%	-13%	i	-14%	2%	-0.6%	0.9
CN1CCN(C(=O)c2ccc3c(c2)N(Cc2ccc(F)cc2)C(=O)c2ccccc2S3(=O)=O)CC1	-19%	-5%	-10%	-9%	i	8%	nt	-1.0%	nt
O=c1[nH]nc(Cc2ccccn2)c2ccccc12	0%	-3%	1%	5%	i	-11%	-6%	-0.2%	-0.4
COc1ccc(C(=O)CCC(=O)Nc2cc(Cl)c(O)c(Cl)c2)cc1	-5%	-2%	-1%	-30%	i	-4%	-1%	12%	-0.4
CCOc1ccccc1NC(=O)c1c(NCc2ccc(OC)c(OC)c2OC)sc2c1CCC(C)C2 (centres undefined)	-22%	-1%	-10%	-34%	?	nt	nt	6.2%	nt
Cn1cccc1/C=C1\SC(=Nc2cccc(O)c2)NC1=O	?	-30%	-12%	nt	16µM*	5%	4%	6.4%	-0.2
CN1CCN(C2CCCCCC2)CC1	22%	-1%	5%	13%	i	nt	2%	-0.5%	1.6
O=C(Nc1cccc(O)c1)c1cccc(S(=O)(=O)Nc2cccc(O)c2)c1	0%	-1%	1%	5%	i	2%	7%	-0.7%[9.22 µM]	-0.8
Cc1cccc(NC(=O)CSCC(=O)Nc2nnc(C3CC3)s2)c1	16%	0%	3%	44%[activator]	i	5%	-6%	4.6%	-0.1
NC(=O)CCC(NC(=O)c1ccc(Cl)cc1)C(=O)NCCc1ccc2c(c1)OCCO2 (centres undefined)	-6%	-7%	1%	-6%	i	3%	4%	0.1%	2.1
CC(NC(=O)COC(=O)CCc1nc2ccccc2c(=O)[nH]1)c1ccccc1 (centres undefined)	-12%	-4%	2%	-2%	i	7%	4%	-0.7%	1.1
COc1ccc(CN(C)S(=O)(=O)c2nnc(NC(=O)c3cccc(C)c3)s2)cc1OC	-23%	2%	-23%	nt	i	-3%	-6%	-0.2%	0.1
CC(C)(CNS(=O)(=O)c1cccs1)N1CCOCC1	8%	-2%	10%	4%	i	20%	0%	-0.6%	0.2
C#CCn1c(=O)c2c(ncn2C)n(C)c1=O	13%	-11%	-22%	-2%	i	-13%	-2%	-1.0%	-0.3
CCn1c2ccccc2c2cc(NC(=O)CSc3nnc(-c4ccc(OC)cc4)n3N)ccc21	0%	nt	-40%	?	?	?	8%	0.1%	-1.5
CC(C)C(=O)N1CCN(c2ccccc2NC(=O)c2ccc3c(c2)OCCO3)CC1	-6%	-2%	-6%	2%	i	-12%	8%	1.9%	4.1
COc1cccc(NC(=O)N(C)C[C@H]2OCc3cn(nn3)CCCC(=O)N([C@@H](C)CO)C[C@@H]2C)c1	1%	nt	-5%	11%	i	nt	-3%	1.1%	2.0
Cc1ccc2nc(SCC(=O)N/N=C/c3ccc(C(=O)O)cc3)cc(C)c2c1	29%	-2%	5%	nt	i	-10%	-3%	-0.2%	-0.2
O=c1cc(-c2ccccc2)nc(SCc2ccc(F)cc2)[nH]1	4%	-3%	0%	-3%	i	-9%	-2%	0.1%	-0.4
Cc1cccc(-n2c(CNC(=O)COc3ccccc3)nnc2SCC(=O)Nc2nccs2)c1	-13%	0%	-4%	1%	i	-2%	0%	0.8%	-0.5
CCc1ccc(C2NC(=S)NC3=C2C(=O)CCC3)cc1 (centres undefined)	-3%	1%	-3%	-8%	i	-1%	-3%	-0.7%	0.4
COc1ccc(C(C(=O)NC2CCCCC2)N(C(=O)c2ccco2)c2ccccc2C(C)=O)cc1OC (centres undefined)	0%	-2%	-17%	17%	i	-4%	-2%	-0.5%	-0.9
Cc1cc2oc3c(c(=O)c2cc1C)C(c1cccc(Br)c1)N(Cc1ccco1)C3=O (centres undefined)	?	-18%	-19%	?	?	8.2µM*	-6%	0.1%	-0.6
O=C(CSc1nnnn1Cc1ccccc1)NC1CCCCC1	6%	-1%	6%	2%	i	-7%	-1%	-0.2%	0.1
Cc1ccc(CNC(=O)CCC(=O)N2CC(C)Oc3ccccc32)cc1 (centres undefined)	0%	13%	-6%	-5%	i	7%	1%	-0.4%	-0.7
Further entries.
SMILES	TGFb SMAD3 inh	A549 viability	HepG2 viability	ATXN2 expr inh	S2 tox	Nrf2 block	EPAC2 agonist	Nrf2 activator	IL-2 act
CC[n+]1c(/C=C2\C=C(C)CC(C)(C)C2)sc2ccccc21	10µM*	-13%[1.84 µM]	-30%	?	?	16µM*	1%	?	-2.6
COc1ccccc1N1CCN(CC(O)c2c(C)[nH]c3ccccc23)CC1 (centres undefined)	-6%	-4%	1%	-19%	i	?	9%	28%	-3.3
Cc1ccc(S(=O)(=O)n2c(N)nc3cc(C)c(C)cc32)cc1	-20%	nt	-19%	9%	i	nt	3%	0.3%	-0.6
CCC1(C)CC(C(CC(=O)O)c2ccc(C)cc2)CCO1 (centres undefined)	-3%	-2%	2%	-3%	i	-23%	1%	0.1%	-1.3

By substructure, the compounds so far with a thiophene ring, fused or not (2)
SMILES	TGFb SMAD3 inh	A549 viability	HepG2 viability	ATXN2 expr inh	S2 tox	Nrf2 block	EPAC2 agonist	Nrf2 activator	IL-2 act
CCOc1ccccc1NC(=O)c1c(NCc2ccc(OC)c(OC)c2OC)sc2c1CCC(C)C2 (centres undefined)	-22%	-1%	-10%	-34%	?	nt	nt	6.2%	nt
CC(C)(CNS(=O)(=O)c1cccs1)N1CCOCC1	8%	-2%	10%	4%	i	20%	0%	-0.6%	0.2

Screening results deposited in PubChem BioAssay by National Center for Advancing Translational Sciences (NCATS).
